HT1080 IDH1KD tx: HT-1080 IDH1 knockdown cell toxicity (counter line) | actives 2% (n = 360,000) | AID 686971 | HT-1080 IDH1 knockdown viability, ATP luminescence, 48 h | Potency, µM (top dose mostly 46.1 µM), for inactives: at the top dose activity, negative = toxicity, hits mostly cytotoxic;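 also: potency is read from the fitted curve at half-maximal effect; 0% = DMSO wells and -100% = cell-free medium wells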
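Knockdown cells (IDH1KD HT-1080) received compounds 2 h after plating at 750 cells/well and were kept 48 h at 37 °C in 5% FBS RPMI. A CellTiter-Glo luminescence read gave % activity for curve fitting.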
MCF10A rerep: induces DNA re-replication in MCF 10a normal breast cells. actives 2.9% (n = 350,000). MCF 10A DNA re-replication, Hoechst nuclear intensity, 48 h. Potency, µM (series often up to 46.1 µM), for the others: top-dose activity, positive = re-replication, hits mostly activators; also: potency is read from the fitted curve at half-maximal effect; % of control where 0% means no effect; nearly all actives have a fitted effect of over 50% in size
SW480 rerep: inducers of DNA re-replication in SW480 colon cancer cells. SW480 DNA re-replication, Hoechst DNA content imaging, 48 h. AID 624297. Potency, µM (series often up to 46.1 µM), for inactives: at the top dose re-replication activation, most hits filed as activators. actives 1.8% (n = 340,000); also: potency is read from the fitted curve at half-maximal effect; % of control where 0% means no effect; nearly all actives have a fitted effect of over 55% in size
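First, 250 cells per well were seeded. Next, compound or vehicle (23 nL) was pinned in, plates sat 48 hr at 37 C. Finally Hoechst was added for 40 min before fluorescence scanning.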
KB-V1 cytotox: kills drug-selected multidrug resistant KB-V1 cells | actives 3.4% (n = 400,000) | KB-V1 MDR cells viability, CellTiter-Glo, 72 h | Potency, µM (top dose mostly 46.1 µM), without a hit: at the highest dose activity change, negative = cytotoxicity, hits mostly cytotoxic; also: potency is read from the fitted curve at half-maximal effect; % is scaled to controls: 0 for no effect and ±100 for the full control effect; nearly all actives have a fitted effect of over 60% in size
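Readout: CellTiter-Glo luminescence, 10 min after addition. Cells: KB-V1 MDR subline, 72 h at 37 degrees C with compound. Analysis: corrected, normalized data fitted to concentration-effect curves.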
IL1B secr inh: inflammasome signaling inhibition, IL-1 beta readout; activity change, % at 57.5 µM; THP-1 LPS/ATP IL-1B secretion, AlphaLISA, 16 h; active compounds read low; AID 743279; actives 4.7% (n = 360,000); in the data active = activity change below about -50%; inconclusive = mostly about -30% to -49%; also: % is scaled to controls: 0 for no effect and ±100 for the full control effect
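THP-1 cells pretreated 1 hr with compounds (up to 57.5 uM final), then stimulated with LPS (250 ng/mL final) plus ATP (1.25 mM final); secreted IL-1B measured by AlphaLISA after 16 hr, decreased signal indicating inhibition.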
KB-3-1 tox: KB-3-1 parental cell cytotoxicity. KB-3-1 viability, CellTiter-Glo ATP luminescence, 72 h. Potency, µM (titrated, usually from 46.1 µM), for the others: at the highest dose activity change, negative = cytotoxic, actives largely listed as cytotoxic. actives 1.4% (n = 400,000). AID 1347075; also: potency is read from the fitted curve at half-maximal effect; % is scaled to controls: 0 for no effect and ±100 for the full control effect; nearly all actives have a fitted effect of over 60% in size
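Viability of parental KB-3-1 cells, measured by CellTiter-Glo luminescence, followed a 72 h incubation at 37 °C with pinned compounds in phenol-red-free DMEM containing 10% FBS.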
GLP1R cytotox: cytotoxicity in counter-screen for GLP-1R inverse agonists | actives 0.13% (n = 410,000) | HEK293 cAMP-luciferase reporter cells, luminescence, 24 h | Potency, µM (top dose mostly 38.3 µM), for the others: top-dose activity change, negative = inhibition, most hits filed as inhibitors;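 also: loss of luciferase light is scored as toxicity; potency is read from the fitted curve at half-maximal effect; % is scaled to controls: 0 for no effect and ±100 for the full control effect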
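MLSMR compounds, 24 hr on cells at 37 deg C/5% CO2; luminescence after luciferase reagent (12 min RT). Inhibition counted as the undesired cytotoxic outcome.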
D3 ag: activates the human D3 dopamine receptor. max activation, %. actives 0.58% (n = 410,000). D3R DiscoveRx beta-arrestin cells, luminescence, 90 min; in the data active = max activation above about 30%; also: 0% is about no effect; mostly tested at two doses, the higher about 12 µM
Target sequence (P35462 whole entry, looked up): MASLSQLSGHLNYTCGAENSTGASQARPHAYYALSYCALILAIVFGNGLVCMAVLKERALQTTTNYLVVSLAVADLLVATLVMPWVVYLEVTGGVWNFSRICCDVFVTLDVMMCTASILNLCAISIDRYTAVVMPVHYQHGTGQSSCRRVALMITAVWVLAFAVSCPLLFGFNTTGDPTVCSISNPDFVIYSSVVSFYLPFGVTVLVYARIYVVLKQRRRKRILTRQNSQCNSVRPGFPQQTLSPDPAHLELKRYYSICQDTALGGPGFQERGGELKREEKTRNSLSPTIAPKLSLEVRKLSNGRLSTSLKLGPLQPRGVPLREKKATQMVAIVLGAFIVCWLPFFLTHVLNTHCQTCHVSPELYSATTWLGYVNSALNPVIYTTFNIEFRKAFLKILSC
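Cells at 1500/well, incubated overnight, then treated with pinned compounds (dopamine as control) for 90 min at 37 degrees C. DiscoveRx reagent added for 30 - 60 minutes at room temperature; luminescence read.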
HT1080NT lethal: kills 2HG-producing HT-1080-NT fibrosarcoma cells; actives 1.6% (n = 360,000); AID 686970; Potency, µM (top dose mostly 46.1 µM), inactives show at the highest dose activity, negative = less viability, actives largely listed as cytotoxic; HT-1080-NT fibrosarcoma viability, CellTiter-Glo ATP luminescence, 48 h;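 also: NT is the 2HG producing partner of a matched IDH1 knockdown line; potency is read from the fitted curve at half-maximal effect; 0% = DMSO-treated cells and -100% = media-only wells without cells; nearly all actives have a fitted effect of over 55% in size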
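Viability by CellTiter-Glo luminescence after 48 h compound exposure at 37C of HT-1080-NT cells (750/well, RPMI, 5% FBS). % activity scaled between DMSO wells and medium-only wells, then curve-fitted and categorized by curve class.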
* hit, by the source's call; u = inconclusive; x = no result given; [ ] = another dose, or the depositor's remark. Unless noted, calls follow the shape of the dose curve; as a rule, active = well fitted curve in the direction sought with a large enough effect; inconclusive = small, poorly fitted or top-dose-only effect, or another doubt; inactive = no such curve, though single readings can be large; an effect the other way counts as inactive or inconclusive.

compound	HT1080NT lethal	D3 ag	KB-3-1 tox	MCF10A rerep	SW480 rerep	GLP1R cytotox	HT1080 IDH1KD tx	KB-V1 cytotox	IL1B secr inh
CC(C)C(=O)NNC(=O)CSc1nc(C2CCCCC2)nc2ccccc12	11.8%	3.3	18.3%	24.4%	-2.7%	-9.7%	14.3%	18.2%	-14.2
COC(=O)c1scc(-c2ccc(C)cc2)c1S(=O)(=O)N1CCN(c2cccc(OC)c2)CC1	x	-14.2	-9.1%	x	x	-5.4%	x	-13.8%	x
O=C(CN1CCN(Cc2ccccc2)CC1)Nc1ccc(Br)cc1	9.1%	-17.0	1.8%	-3.1%	11.2%	-2.8%	-3.1%	-0.5%	-8.4
CCC1CCCCN1CCCNC(=O)c1ccc2c(c1)N(Cc1c(F)cccc1Cl)C(=O)CS2 (stereo unspecified)	5.1%	-0.5	2.5%	13.5%	-0.7%	-1.3%	0.0%	-0.3%	-15.8
CC(=O)NC(CC(=O)Nc1ccc2c(c1)OCCO2)c1ccccc1 (stereo unspecified)	20.9%	5.3	13.7%	0.2%	-2.0%	-9.7%	14.8%	-10.8%	-7.7
CC(=O)NNc1nc2ccccc2s1	3.2%	14.3	10.0%	0.2%	-1.7%	-10.7%	12.8%	13.1%	15.9
COc1ccc(NC(=O)c2cc(-c3ccccc3Cl)on2)cc1	-0.5%	-1.7	-5.3%	2.8%	-2.8%	4.0%	1.3%	u	-5.3
CCC(=O)c1ccc(OC(=O)c2cnccn2)cc1	7.8%	-6.2	9.5%	-0.5%	0.7%	-2.1%	15.3%	u	27.8
N/C(=N\OC(=O)N1CCOCC1)c1ccc(Cl)cc1	-12.5%	-1.7	u	u	u	u	-8.7%	2.1%	-20.2
O=c1oc2ccccc2c(Nc2cccc(O)c2)c1[N+](=O)[O-]	-22.5%	-2.6	9.8%	18.4µM*	-3.9%	-20.6%	-11.8%	5.0%	u
COCCn1c(N)c(N(Cc2ccccc2)C(=O)Cc2ccccc2F)c(=O)[nH]c1=O	16.0%	4.2	15.8%	3.4%	5.8%	-2.3%	3.9%	29.5%	9.1
CC1CCCCC1NC(=O)CN(C)S(=O)(=O)c1cccc2nsnc12 (stereo unspecified)	13.1%	4.5	11.6%	12.2%	1.0%	0.7%	22.1%	6.2%	-11.9
COc1ccc2c(c1)NC(=O)CC(c1ccccc1)=N2	-9.1%	-3.4	-4.2%	u	u	-15.6%	-21.8%	u	-3.2
O=C(NC(=S)Nc1ccc(N2CCOCC2)c(Cl)c1)c1sc2ccccc2c1Cl	12.2%	-11.6	-6.8%	-2.0%	19.4%	10.2%	17.4%	2.1%	0.0
CN(Cc1ccccc1)C(=O)COC(=O)c1ccc(Cl)c(N)c1	1.3%	-1.7	0.8%	1.9%	0.7%	67.0%[activator]	-2.7%	9.7%	10.9
ONC=Nc1cccc2nonc12	42.6%	3.1	8.4%	0.3%	-7.7%	-6.5%	14.0%	18.8%	42.3
CCC(C)NC(=O)C(=O)NCc1ccncc1 (stereo unspecified)	-8.8%	-19.2	0.2%	0.2%	-3.4%	2.0%	-12.3%	1.9%	14.4
O=C(O)c1ccc(Cl)c(S(=O)(=O)N(Cc2ccccc2)c2ccccc2Cl)c1	u	1.4	u	8.2µM*	0.9%	u	-22.3%	u	0.0
COc1ccccc1-c1noc(-c2cc(OC)c(OC)c(OC)c2)n1	-16.0%	4.8	-13.0%	u	u	-16.4%	-8.4%	u	-22.2
O=C(CNCCC1=CCCCC1)Nc1ccc(N2CCCCCC2)cc1	u	-1.8	u	u	u	u	u	u	-86.6*
COc1ccc(-c2nc(N3CCCC3)[nH]c(=O)c2C#N)cc1	4.9%	2.0	u	u	-9.2%	-1.7%	2.1%	-23.7%	8.9
CCCCN(CC)C(=O)CN(C)S(=O)(=O)c1cccc2nsnc12	6.4%	3.7	-0.5%	-3.5%	-3.5%	13.1%	16.2%	u	-15.1
Cc1cc(C(=O)OCC(=O)NCCc2ccccc2)c(C)o1	3.3%	1.1	-0.9%	-3.2%	3.5%	10.5%	1.1%	-0.4%	19.7
COc1ccc(CCNC(=O)c2c(C)nc3ccccn23)cc1	u	3.4	-22.7%	-0.6%	-0.1%	-11.4%[7.66 µM]	0.3%	u	8.6
COc1ccc2nc(NC(=O)c3sc4nc(C)cc(C)c4c3N)sc2c1	-0.1%	5.2	-0.9%	u	u	20.9%	23.1%	8.1%	-2.5
COc1ccc(-c2nc(S(=O)(=O)c3ccccc3)c(N3CCCCC3)o2)cc1	x	3.1	u	x	x	-6.7%	x	-0.8%	x
O=C(CSc1ccc(-c2ccco2)nn1)Nc1ccccc1	6.2%	-3.0	-18.0%	-0.2%	-11.5%	-0.6%	-10.4%	18.4µM*	15.4
Cc1cc(F)ccc1NC(=O)C1CCCN(c2nnc(-n3c(C)ccc3C)s2)C1 (stereo unspecified)	x	-8.4	-6.3%	x	x	-17.0%	x	u	x
CC(C)(C)CC(=O)N1CCC(c2nc3c(nnn3Cc3c(F)cccc3Cl)c(=O)[nH]2)CC1	-16.0%	2.4	7.9%	3.2%	u	-27.1%	-13.8%	13.5%	-13.9
COc1cc(/C=C2\C(=N)N3N=C(S(C)(=O)=O)SC3=NC2=O)ccc1OCCOc1ccccc1C	-13.5%	3.8	-6.7%	u	-3.6%	-3.1%	-12.8%	-9.8%	-28.3

New compounds follow
compound	HT1080NT lethal	D3 ag	KB-3-1 tox	MCF10A rerep	SW480 rerep	GLP1R cytotox	HT1080 IDH1KD tx	KB-V1 cytotox	IL1B secr inh
O=C(O)c1cc(N2CCOCC2)nc2ccccc12	2.4%	-5.5	3.1%	0.1%	2.9%	3.2%	3.7%	8.9%	5.3
Cc1csc(CN(C)C(=O)CC2C(=O)NCCN2Cc2ccc(-c3ccccc3)cc2)n1 (stereo unspecified)	-1.7%	-0.1	4.5%	0.4%	-0.9%	-8.0%	-3.2%	-0.5%	-8.2
Cc1cccn2c(=O)nc(SCC(=O)Nc3ccc4c(c3)OCCO4)nc12	-3.8%	-1.7	-2.6%	2.4%	0.0%	5.4%	-20.8%	-5.2%	8.1
COC(=O)CC1=NN(c2ccccc2)C(=O)/C1=C\c1ccc(OC)cc1	15.1%	0.1	-5.4%	18.3%	16.1%	-18.0%	19.6%	-3.7%	-23.0
Cc1cccc(-n2ccnc2SCC(=O)O)c1C	29.7%	-11.2	-2.4%	-3.0%	-2.1%	-4.0%[0.307 µM]	24.3%	1.8%	15.9
O=c1[nH]c(C2CCCN(S(=O)(=O)Cc3ccccc3)C2)nc2c1nnn2Cc1cccc(Cl)c1 (stereo unspecified)	-20.1%	-4.3	0.9%	15.0%	3.7%	7.7%	0.0%	2.0%	-0.3
Cc1ccc(C(CNS(=O)(=O)c2cc(F)ccc2F)N2CCN(C)CC2)cc1 (stereo unspecified)	-3.2%	-23.7	-5.3%	0.6%	1.4%	-8.0%	-11.3%	3.8%	-16.6
Cc1ccc(C(=O)N2CCN(c3ccc(C(F)(F)F)cn3)CC2)o1	-0.7%	0.5	u	0.2%	-3.8%	3.2%	4.6%	20.6µM*	-2.1
COc1ccccc1Nc1cc(C(=O)NCCCN(C)c2ccccc2)c2ccccc2n1	x	-10.5	-8.0%	x	x	67.6%[activator]	x	0.0%	x
COc1ccc(C(=O)Sc2ccc(Cl)cc2)cc1OC	u	-18.2	0.7%	19.6%	2.9%	-4.5%	u	3.2%	-83.6*
CCCCC1(C(=O)OCC)CC(CN2CCOCC2)OC1=O (stereo unspecified)	9.5%	0.9	-1.2%	-13.5%	-3.0%[9.22 µM]	1.1%	7.7%	17.7%	-7.6
CCc1ccc(-n2nc3ccc(NC(=O)c4cc5ccccc5o4)cc3n2)cc1	x	3.6	19.8%	x	x	-10.6%	x	13.6%	x
O=C(NCC(c1ccco1)N1CCc2ccccc2C1)C(=O)Nc1cc(F)ccc1F (stereo unspecified)	1.8%	-1.2	-25.3%	17.4%	3.9%	-0.1%	-0.9%	u	4.9
O=C(Nc1cccc(NC(=O)c2ccco2)c1)c1cnccn1	-0.5%	2.5	13.0%	-3.6%	-14.3%	-13.4%	3.6%	-5.4%	3.6
CCCCC(OC(=O)CN1C(=O)COc2ccccc21)C(=O)NC1CCCCC1 (stereo unspecified)	-7.1%	-10.0	-9.1%	-14.4%	-7.0%	1.3%	2.0%	-22.1%	-3.4
Cc1ccccc1S(=O)(=O)NC1OC(=O)C(Oc2ccccc2)=C1Br (stereo unspecified)	15.6%	3.6	1.9%	2.6%	1.5%	27.2%	17.9%	5.7%	0.0
Clc1ccc2c(NCc3ccccn3)ncnc2c1	4.2%	-5.8	15.3%	26.0%	-2.5%	-3.3%	-4.8%[9.24 µM]	u	39.3

Entries shown so far with a COOH group (three):
compound	HT1080NT lethal	D3 ag	KB-3-1 tox	MCF10A rerep	SW480 rerep	GLP1R cytotox	HT1080 IDH1KD tx	KB-V1 cytotox	IL1B secr inh
O=C(O)c1ccc(Cl)c(S(=O)(=O)N(Cc2ccccc2)c2ccccc2Cl)c1	u	1.4	u	8.2µM*	0.9%	u	-22.3%	u	0.0
O=C(O)c1cc(N2CCOCC2)nc2ccccc12	2.4%	-5.5	3.1%	0.1%	2.9%	3.2%	3.7%	8.9%	5.3
Cc1cccc(-n2ccnc2SCC(=O)O)c1C	29.7%	-11.2	-2.4%	-3.0%	-2.1%	-4.0%[0.307 µM]	24.3%	1.8%	15.9

The order is random. About 11% of those tested had a hit in this group.
